# Mot1-301 SUMO = yeast Mot1-301 growth rescue at high temperature, primary screen, SUMOylation pathway inhibitor project, S. cerevisiae, ATP luminescence, 38.5C. S. cerevisiae Mot1-301 growth rescue; percent above DMSO median, 100 means doubled. growth rescue, % at 18.8 µM. 320,000 compounds, 1% hits. AID 2716, 2010;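 active = every valid replicate shows activation above 250% relative to neutral control wells; inactive = the rest, any valid replicate at or below 250%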;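 also: OY570 slx delta 5 strain wells were the positive control but not used for scaling; some compounds called inactive have numbers as strong as hits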
# PKA-R1A activ = activators of PKA-R1A holoenzyme, primary screen, biochemical, fluorescence polarization, Cy5-IP20, bovine R1A, mouse PKAc; PKA-R1A dissociation; scaled: DMSO 0%, 113 µM cGMP 100%; activation, % at 11.4 µM; 340,000 compounds, 0.083% hits; AID 504707, 2011;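 active = percent activation above the mean of all tested compounds plus 3 SD, cut at about 19% in these data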;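 also: higher means more PKAc released from R1A so a rise in polarization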
# MOR-DOR inv ag = inverse agonists of MOR-DOR heterodimerization, primary screen, cell-based, luminescence; Mu-type opioid receptor (Homo sapiens) + Delta-type opioid receptor (Homo sapiens), …; cell-based MOR-DOR heterodimer luminescence, inverse agonism; inhibition, % at 9.3 µM; 340,000 compounds, 0.21% hits; AID 504357, 2011; in the data active = inhibition above about 22%, passing the limit was not always enough;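 also: 0% = cells with DMSO and 100% = wells without cells with DMSO; values of inactives mirror those of a sister screen read the other way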
# Pemphigus Ab inh = inhibitors of pemphigus antibody binding to DSG3, primary screen, biochemical, bead-based, flow cytometry, scFv-GFP; Desmoglein-3 (Homo sapiens), P32926; DSG3-coupled beads, scFv-anti-DSG3-GFP binding; stronger effect = lower value; binding (percent of control), % at 10 µM; 310,000 compounds, 0.48% hits; AID 588358, 2011;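 active = binding more than 3 SD below its plate's average and above zero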; also: some compounds called inactive have numbers as strong as hits
# PfHsp90 set2 = growth inhibition of PfHsp90-expressing yeast, primary screen, antimalarial PfHsp90 inhibitor project, S. cerevisiae, BacTiter-Glo luminescence, single point, set 2 | BacTiter-Glo ATP, 48 h; yeast lacking PDR1 and PDR3 efflux regulators | inhibition, % at 9.4 µM | 310,000 compounds, 0.32% hits;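 active = every replicate shows inhibition above about 80%, whatever the replicate mean, limit read from the data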;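 also: 0% = DMSO neutral controls and 100% = 20 µM radicicol positive controls; yeast relying on Plasmodium falciparum Hsp90 in place of its own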
# HTR5A inv ag = HTR5A inverse agonists in luminescence cell assay, primary screen, counter-screen for OPRM1-OPRD1 heterodimer inverse agonist project, full-deck HTS; 5-hydroxytryptamine receptor 5A (Homo sapiens), P47898; inhibition, % at 9.3 µM; HTR5A cell line, inverse agonism; 340,000 compounds, 0.083% hits; in the data active = inhibition mostly above about 23%, no sharp cut-off; inactive = mostly below about 18%;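 also: 0% = cells with DMSO and 100% = no-cell wells with DMSO; some compounds called inactive have numbers as strong as hits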
# Target sequence (P47898 whole entry, looked up): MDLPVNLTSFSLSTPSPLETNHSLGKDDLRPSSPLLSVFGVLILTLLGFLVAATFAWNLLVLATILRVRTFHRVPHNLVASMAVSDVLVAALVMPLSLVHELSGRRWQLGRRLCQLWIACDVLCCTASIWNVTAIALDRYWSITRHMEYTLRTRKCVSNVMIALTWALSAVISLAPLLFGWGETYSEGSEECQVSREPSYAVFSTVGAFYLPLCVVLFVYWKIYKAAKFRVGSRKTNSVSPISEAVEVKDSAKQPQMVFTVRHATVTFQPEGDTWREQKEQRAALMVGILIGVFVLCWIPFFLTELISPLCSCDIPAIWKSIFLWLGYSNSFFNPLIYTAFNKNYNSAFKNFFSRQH
# AddAB inh = growth inhibition of E. coli expressing H. pylori AddAB, primary screen, AddAB inhibitor project, absorbance; AID 435030, 2010; inhibition, % at 11.9 µM; 330,000 compounds, 0.29% hits; in the data active = inhibition above about 12%;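 also: 0% = vehicle wells of infected cells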
# OPRM1-OPRD1 ag = agonists of OPRM1-OPRD1 heterodimerization, primary screen, cell-based, luminescence. Mu-type opioid receptor (Homo sapiens) + Delta-type opioid receptor (Homo sapiens), …. cells. activation, % at 9.3 µM. 340,000 compounds, 0.3% hits. AID 504326, 2011; in the data active = activation above about 18%;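 also: 0% = vehicle-treated cells and 100% = reference agonist; values of inactives mirror those of a sister screen read the other way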
# HTR5A ag = HTR5A agonists in luminescence cell assay, primary screen, counter-screen for OPRM1-OPRD1 heterodimer agonist project, full-deck HTS | 5-hydroxytryptamine receptor 5A (Homo sapiens), P47898 | 340,000 compounds, 0.61% hits | cell-based | activation, % at 9.3 µM; in the data active = activation mostly above about 9.5%, no sharp cut-off; inactive = mostly below about 7.6%;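 also: 0% = cells with vehicle only and 100% = reference agonist; strong numbers were not always called active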
# E coli growth = E. coli V3065 growth inhibition, primary screen, counter-screen for AddAB inhibitor project, absorbance, OD600 | inhibition, % at 11.9 µM | 18 h | 330,000 compounds, 0.27% hits;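 active = inhibition above the campaign's mean inhibition across all tested compounds plus 3 SD, cut at about 9.9% in these data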;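 also: uninfected addAB+ strain grown without phage in ampicillin broth; 0% = DMSO wells and 100% = ciprofloxacin 0.95 µg/ml wells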
# phage Ecoli inh = growth loss of phage-infected E. coli, primary screen, RecBCD inhibitor project, absorbance, with phage, HTS | inhibition, % at 11.9 µM | 360,000 compounds, 0.26% hits | AID 651602, 2012; in the data active = inhibition above about 11%
# Starred values were filed as active, the others as inactive; / = not tested or not shown.
SMILES,Mot1-301 SUMO,PKA-R1A activ,MOR-DOR inv ag,Pemphigus Ab inh,PfHsp90 set2,HTR5A inv ag,AddAB inh,OPRM1-OPRD1 ag,HTR5A ag,E coli growth,phage Ecoli inh
Cc1cc(C)c(-n2[nH]nnc2=S)c(C)c1,12,-8,3,106,-31,13,3.0,-0.7,4,1.0,-0.1
CCCC(=O)Nc1ccc2c(c1)nc(CN1CCN(C(=O)OCC)CC1)n2C,-11,1,10,105,3,-19,-0.2,-2.1,5,-0.4,-0.6
O=C(NCC(=O)N1CCCCCC1)c1ccc(Cl)cc1,-20,9,-4,119,6,16,-0.1,0.8,-4,-0.6,0.4
COc1ccccc1NC(=O)C1CCN(S(=O)(=O)c2cccc3nonc23)CC1,-4,2,21,107,23,0,1.2,-3.9,0,0.9,0.2
Cc1cc(C)nc(N/N=C/c2c(C)oc3ccccc23)n1,-5,-12,8,101,32,-9,-0.8,-1.6,3,-2.2,3.6
Nc1cc(=O)[nH]c(SCc2csc(-c3ccccc3)n2)n1,0,7,0,101,5,-16,1.6,0.1,2,2.3,4.9
CC(C)(C)C(=O)Nc1ccccc1-c1nc2ccccc2[nH]c1=O,209,-9,2,112,20,5,5.8,-0.5,-1,-1.4,1.9
COc1cc(CCC(=O)OCc2nnc(-c3ccccc3)o2)cc(OC)c1OC,-11,8,10,103,-1,9,1.4,-1.7,4,-0.2,-1.2
COCCN(C(=O)CSc1nn(-c2ccc(F)cc2)c(=S)s1)c1c(N)n(CC(C)C)c(=O)[nH]c1=O,-24,-8,3,102,20,11,1.2,-0.5,-4,1.2,0.8
Fc1ccc(/C=N/n2c(COc3ccccc3)n[nH]c2=S)cc1,-9,-7,-9,101,7,-25,2.5,1.9,7,-1.2,-1.7
O=C(Cc1ccc(Cl)cc1Cl)OCC(=O)N1CCCCC1,340,-7,7,100,-100,-3,-0.7,-1.1,10,2.1,1.9
COC(=O)C1NN=C(C(=O)c2ccc(Cl)cc2)C1c1ccc(OC)cc1 (stereo not given),16,8,47*,97,15,24,-0.7,-7.8,-9,2.8,3.2
COc1ccc(/C=C2\Oc3cc(OCC(=O)N4CCC(C(=O)O)CC4)ccc3C2=O)c(OC)c1,-1,-4,4,97,2,11,2.0,-0.7,2,-0.5,/
COc1ccc(OC(=O)N2C/C(=C/c3ccccc3)C(=O)/C(=C\c3ccccc3)C2)cc1,/,-7,6,94,8,-9,/,-1.2,2,/,-1.1
CCc1c(C)nc(SCC(=O)N2CCCCC2)[nH]c1=O,101,-5,-6,95,-22,7,2.3,1.4,-2,-2.0,-0.6
COc1ccc(NC(=O)Cn2nnc(C(=O)NCc3ccc4c(c3)OCO4)c2N)c(OC)c1,-13,-4,8,103,-9,-1,2.5,-1.7,2,-0.3,3.3
COc1ccc(CC(=O)Nc2nncs2)cc1OC,-5,0,8,98,-3,6,1.7,-1.3,3,0.9,1.6
Cc1cc(Nc2ccccc2)n(CCO)n1,-13,0,9,104,/,-29,-0.8,-1.7,0,0.4,3.8
O=C(c1cc2ccccc2o1)c1cccs1,5,-2,-7,118,/,-1,1.6,1.2,7,1.1,3.4
Cc1ccc2[nH]c(C(=O)N3CCCC(Nc4ccc(F)cc4)C3)cc2c1 (stereo not given),2,0,-15,/,9,2,3.9,3.0,-1,1.6,0.6
COC(=O)CCC1(C(N)=O)CCC(=O)c2ccccc21 (stereo not given),/,5,5,109,25,-4,/,-1.1,1,/,2.3
CCCCCOC(=O)c1c(N)n(CCOC)c2nc3ccccc3nc12,13,3,-19,102,-67,-6,1.7,3.6,2,-2.9,1.2
CCCCOc1nc(N)nc(-c2ccccc2)n1,1,-4,-4,97,-7,2,0.9,0.7,-1,-1.6,1.5
Cn1nnnc1SCC(=O)c1ccc2c(c1)OCCO2,6,-7,-1,96,-26,-2,-0.6,0.2,-3,1.4,4.1
CN(Cc1ccccc1OCCO)CC1CCCN(CCc2ccc(Cl)cc2)C1 (stereo not given),1,5,-17,109,6,6,-0.2,3.4,-2,0.8,2.2

# Ordered by molar mass (descending): part of the list above
SMILES,Mot1-301 SUMO,PKA-R1A activ,MOR-DOR inv ag,Pemphigus Ab inh,PfHsp90 set2,HTR5A inv ag,AddAB inh,OPRM1-OPRD1 ag,HTR5A ag,E coli growth,phage Ecoli inh
Fc1ccc(/C=N/n2c(COc3ccccc3)n[nH]c2=S)cc1,-9,-7,-9,101,7,-25,2.5,1.9,7,-1.2,-1.7
CC(C)(C)C(=O)Nc1ccccc1-c1nc2ccccc2[nH]c1=O,209,-9,2,112,20,5,5.8,-0.5,-1,-1.4,1.9
Cc1cc(C)nc(N/N=C/c2c(C)oc3ccccc23)n1,-5,-12,8,101,32,-9,-0.8,-1.6,3,-2.2,3.6

# Remaining list, next part
SMILES,Mot1-301 SUMO,PKA-R1A activ,MOR-DOR inv ag,Pemphigus Ab inh,PfHsp90 set2,HTR5A inv ag,AddAB inh,OPRM1-OPRD1 ag,HTR5A ag,E coli growth,phage Ecoli inh
CN(Cc1ccon1)C(=O)C1CCN(C2CCN(CCCc3ccccc3)CC2)CC1,-18,-4,16,125,0,4,/,-2.9,3,/,2.5
O=C(CCNC(=O)c1ccc([N+](=O)[O-])cc1)NCC1COc2ccccc2O1 (stereo not given),/,-5,4,/,-21,4,/,-0.7,-2,/,7.0
CC(O)(c1cccs1)C(C(=O)O)c1ccccc1 (stereo not given),/,-3,16,90,/,6,/,-3.1,-2,/,1.4
Cc1cc(OC(C)C(=O)NCC2CCC(C(=O)O)CC2)c2c(C)c(Cc3ccccc3)c(=O)oc2c1 (stereo not given),188,2,4,100,-14,14,2.2,-0.8,2,-3.9,0.9
C#CCNC(=O)C1=C[C@@H](C)[C@H](CCCO)[C@@H](OCC)O1,-9,-5,7,101,-8,-2,4.8,-1.1,1,0.8,0.9
CCC1CCCCN1CCCNC(=O)CC1Oc2ccccc2NC1=O (stereo not given),-8,5,4,103,6,-1,3.7,-0.8,0,0.6,1.1
C=CCn1c(=O)c(C(=O)OCC)c(O)c2ccccc21,-8,3,-7,105,9,7,-0.2,1.0,-2,-0.8,4.2
COc1cccc(/C=N/Nc2cc(N3CCOCC3)ncn2)c1O,-12,0,16,101,-3,7,5.5,-3.2,-6,0.7,-0.6
Cc1cccc(C2c3c(n(C)c(=O)n(C)c3=O)N=C3c4ccccc4C(=O)C32)c1 (stereo not given),/,-17,15,96,7,-24,/,-2.8,0,/,-0.1
Cn1nc(C(=O)N2CCC(C(N)=O)CC2)c2c1-c1ccccc1SC2,-6,-1,5,101,-5,16,0.2,-0.8,-5,-0.3,1.6
O=P(c1ccccc1)(c1ccccc1)N(c1ccccc1)c1ccccc1,36,8,13,86,29,9,0.9,-2.5,0,0.5,0.1
COC(=O)c1cccnc1N1CCN(c2ccccc2F)CC1,-12,1,10,106,7,16,-2.3,-1.9,-3,-0.2,0.0
CCC1Oc2ccccc2N(CC(=O)NCCN2CCc3ccccc3C2)C1=O (stereo not given),1,2,3,106,-1,17,2.4,-0.5,-1,-4.0,2.2
CC(=O)c1nc(N2C(=O)CC(Cc3ccccc3)C2=O)sc1C (stereo not given),6,7,-1,99,14,-5,3.4,0.2,5,-3.6,2.0
CCOCCCNC(=S)NCCc1ccccc1,85,-3,2,/,-31,-4,0.6,-0.3,-5,1.3,0.8
COc1ccc(SC[C@H](C)CN2CC[C@H](C)CCC2=O)cc1,3,-5,6,104,-4,-6,1.3,-1.0,2,0.7,5.0
C/C=C(\C)C(=O)N1CCC(C(=O)c2ccccc2)CC1,142,-2,6,92,-23,4,1.3,-1.4,-1,1.2,3.1
Cc1cc(O)c(NC(=O)c2ccc(C)c([N+](=O)[O-])c2)cc1C,7,/,/,99,-45,/,3.8,/,/,0.4,4.5
O=C(CN1C(=O)C2C3CCC(C3)C2C1=O)NCc1ccco1 (stereo not given),14,-6,12,102,-25,-3,-0.1,-2.3,1,-1.2,1.0
CN1C(=O)c2ccc(NC(=O)c3cccc(N4C(=O)CCC4=O)c3)cc2C1=O,-9,-1,0,93,/,0,0.1,0.0,0,0.9,2.0
c1ccc(-c2oc3ncnc(NCCN4CCOCC4)c3c2-c2ccccc2)cc1,13,1,-3,124,5,8,-2.9,0.8,-3,-4.0,1.8
CC(C)C[C@H](NC(=O)N1CCn2c1nc1ccccc12)C(=O)N[C@H](Cc1ccccc1)C(=O)O,-11,0,/,99,-4,/,3.9,/,/,1.7,1.2
COc1cc(CN2CCC(n3nccc3NC(=O)CCCc3ccccc3)CC2)ccc1O,188,-4,-8,100,-135,-33,1.4,1.5,-2,0.6,1.7
O=[N+]([O-])c1cccc(-c2nnc(C3CC3)o2)c1,-1,-7,2,106,10,9,-1.4,-0.3,3,-0.8,3.5
CC(CCc1ccccc1)NC(=O)CSc1nc(N)cc(N)n1 (stereo not given),-5,-12,14,106,/,28,0.1,-2.5,0,0.4,3.4
# Going on with the list:
SMILES,Mot1-301 SUMO,PKA-R1A activ,MOR-DOR inv ag,Pemphigus Ab inh,PfHsp90 set2,HTR5A inv ag,AddAB inh,OPRM1-OPRD1 ag,HTR5A ag,E coli growth,phage Ecoli inh
O=C(c1cccc(-c2nnc(-c3ccccc3)o2)c1)N1CCCCCC1,15,-10,12,99,/,-35,0.2,-2.4,0,0.1,2.7
Cc1ccccc1C(=O)O/N=C(\N)Cc1cccs1,-13,-12,-16,98,-33,-13,0.7,3.1,9,0.8,3.5
CC(Nc1cccc(C(=O)NC2CC2)c1)c1nnc(-c2ccccc2)o1 (stereo not given),6,-3,6,95,-22,-3,-3.2,-1.2,1,-0.3,3.2
N#Cc1cccc(NC(=O)CCC2CCCC2)c1,-19,-12,-3,94,12,-3,2.2,0.6,-1,-0.1,0.6
COc1cc(NC(=O)N2CCOCC2)cc(OC)c1,697,-4,4,105,5,4,0.3,-0.7,-2,0.7,0.3
CC1CCCC(=NNC(=O)C2COc3ccccc3O2)C1 (stereo not given),2,-3,10,/,-3,7,1.5,-2.5,0,0.7,5.6
COc1ccccc1-n1nnnc1SCC(=O)NC1CCCC1,22,-1,6,/,13,-11,1.1,-1.5,1,0.5,0.9
Cc1cnc(C(=O)NCC(=O)Nc2ccccc2Br)cn1,/,-3,8,89,/,4,/,-1.3,-1,/,3.2
Cc1ccccc1CN1C2=NCCCN2c2ccccc21,-20,-9,11,104,/,-23,3.3,-2.2,2,-0.9,0.2
O=C(Cc1nnc(NC(=O)Nc2ccccc2)s1)Nc1ccccc1,6,/,/,97,/,/,0.3,/,/,-0.7,2.9
COc1ccc(S(=O)(=O)NCCCN2CCOCC2)cc1F,22,4,15,99,2,-8,-1.4,-3.0,3,-1.2,3.2
